Bioassay records as filed in PubChem.
GPR55 beta-arrestin – GPR55 agonists via beta-arrestin recruitment, primary screen, imaging, U2OS cells, beta-arrestin-GFP redistribution (AID 1961); 290,000 compounds, 0.048% hits; activation, % at 10 µM; hits with a dose series show EC50 in µM; U2OS GPR55 beta-arrestin-GFP redistribution imaging; higher % means a stronger effect;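 active means activation above 40% with more than 50 cells counted in the well; inconclusive means wells holding fewer than 50 cells, flagged as toxic or sparse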;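 further: U2OS osteosarcoma cells stably expressing GPR55 and beta-arrestin-GFP; plate controls were DMSO negative control for no effect and LPI positive control for full effect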
HIV fusion peptide – cell-free HIV fusion peptide-binding blockers – biochemical, uHTS, fluorescence dequenching, primary screen (AID 1986); cell-free peptide binding, fluorescence dequenching, 30 min; higher % means a stronger effect; one-dose inhibition, % at 20 µM; IC50 in µM for titrated hits; 290,000 compounds, 0.3% hits; in the data active means inhibition mostly above about 52%, no sharp cut-off; inactive means mostly below about 76%; further: some results filed as inactive read as strong as hits
NOD1 NF-kB reporter – inhibition of NOD1-driven NF-kB reporter – cell-based, luminescence, uHTS, primary screen (AID 1578); NOD1-driven NF-kB luciferase reporter cells, luminescence; higher % means a stronger effect; inhibition, % at 4 µM, or EC50 in µM where a hit was titrated; 290,000 compounds, 1% hits; in the data active means inhibition mostly above about 36%, no sharp cut-off; inactive means mostly below about 34%;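 further: HEK-293T reporter cells stimulated with the NOD1 agonist gamma-tri-DAP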
Siah-1 displacement – Siah-1 peptide-binding antagonists, primary screen, biochemical, fluorescence polarization, rhodamine-plectin, uHTS (AID 1817); 290,000 compounds, 0.02% hits; displacement, % at 20 µM; hits with a dose series show IC50 in µM; Siah-1 / rhodamine-plectin peptide fluorescence polarization; higher % means a stronger effect;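 active means displacement of at least 50% at 20 µM, with a fluorescence ratio check between 0.3 and a set limit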;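 further: plate controls were Siah plus tracer with DMSO for no effect and tracer alone without Siah for full effect; strong numbers were not always called active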
KOR beta-arrestin-1 – KOR antagonists, beta-arrestin recruitment, cell-based, luminescence, uHTS (AID 1778); 290,000 compounds, 0.091% hits; KOR beta-arrestin recruitment, luminescence, antagonist mode; higher % means a stronger effect; inhibition, % at 10 µM; hits with a dose series show IC50 in µM; in the data active means inhibition above about 50%; further: strong numbers were not always called active
AID2073 – disruptors of CaV2.2 binding to Mint1 – biochemical, HTRF (AID 2073). one-dose inhibition, % at 20 µM; IC50 in µM for titrated hits. 290,000 compounds, 0.19% hits. HTRF protein-protein interaction, Mint1-CaV2.2; higher % means a stronger effect; in the data active means inhibition mostly above about 51%, no sharp cut-off; inconclusive means no clear call, values can overlap the other calls; inactive means mostly below about 53%; further: some results filed as inactive read as strong as hits
GPR35 arrestin U2OS – inhibition of zaprinast-stimulated GPR35 beta-arrestin translocation – imaging, U2OS, beta-arrestin-GFP, zaprinast agonist, primary screen (AID 2058) | U2OS GPR35 beta-arrestin-GFP translocation imaging, zaprinast antagonism; higher % means a stronger effect | 290,000 compounds, 0.052% hits | inhibition, % at 10 µM; hits with a dose series show IC50 in µM;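 active means inhibition of at least 50% with at least 30 cells and total cytoplasm GFP at most 10,000,000; inconclusive means under 30 cells or total GFP of 10,000,000 plus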
KOR beta-arrestin-2 – kappa opioid receptor activators – cell-based, luminescence, uHTS, primary screen (AID 1777) | activation, % at 10 µM, or EC50 in µM where a hit was titrated | 280,000 compounds, 0.02% hits | KOR beta-arrestin recruitment, luminescence; higher % means a stronger effect; in the data active means activation above about 50%, passing the limit was not always enough; further: a part of the inactive calls stands beside numbers as strong as those of hits
GPR55 antagonists – GPR55 antagonists blocking LPI-driven arrestin recruitment, primary screen, imaging, U2OS, beta-arrestin-GFP, LPI agonist (AID 2013); U2OS GPR55 beta-arrestin-GFP translocation imaging, LPI antagonism; higher % means a stronger effect; inhibition, % at 10 µM; hits with a dose series show IC50 in µM; 290,000 compounds, 0.13% hits;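 active means spots per cell inhibited over 60%, with over 100 cells counted and total cytoplasm intensity under 500,000; inconclusive means wells with under 100 cells, flagged as likely toxic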;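 further: U2OS cells stably carrying GPR55 and arrestin-GFP stimulated by 5 µM LPI near EC80; imaged beta-arrestin-GFP aggregate spots per cell after agonist stimulation; plate controls were LPI-stimulated DMSO wells for no effect and DMSO wells without LPI for full effect; some results filed as inactive read as strong as hits; confirmed hits need IC50 under 10 µM and bright autofluorescent wells are also inconclusive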
* marks the source's active call; other numbers are inactive results; ? = inconclusive; . = no result given; [ ] = remark or other dose. Some of the compounds tested. The share of hits here may be higher or lower than overall.

Values in the order: NOD1 NF-kB reporter, KOR beta-arrestin-1, GPR35 arrestin U2OS, KOR beta-arrestin-2, Siah-1 displacement, GPR55 antagonists, GPR55 beta-arrestin, HIV fusion peptide, AID2073
> Cc1[nH]c2ccccc2c1C(=O)COC(=O)C1CC(=O)N(Cc2ccccc2)C1 (configuration not stated)
 : -3%, 7%, 8%, -1.6%, -2%, 3%, 0.0%, -1.2%, -9%
> Cc1nc(SCC(=O)NCc2ccco2)c2c(C)c(C)sc2n1
 : -9%, 21%, -5%, -1.4%, 1%, 2%, -0.2%, 0.9%, -4%
> CC1CN=C(c2cccn2Cc2ccc(F)cc2Cl)O1 (configuration not stated)
 : 9%, 19%, 2%, -2.4%, -4%, 7%, -0.1%, -1.2%, -40%
> COc1ccc(-c2oc3ncnc(NCCCN(C)C)c3c2-c2ccc(OC)cc2)cc1
 : 1%, 0%, -6%, -3.9%, 0%, -2%, 0.0%, -2.3%, 14%
> c1ccc(OCc2nc3c4c(ncn3n2)-c2ccccc2CC42CCCC2)cc1
 : 20%, 21%, 4%, -1.0%, -2%, 27%, -0.3%, -0.2%, -1%
> CCC(c1nnnn1Cc1ccc(OC)cc1)N1CCN(C(=O)c2ccco2)CC1 (configuration not stated)
 : -24%, -2%, 2%, -1.5%, 6%, 5%, -0.2%, -0.6%, 7%
> CCCCN(CC)Cc1ccc(CNC(=O)Nc2ccc(OCC)cc2)o1
 : 11%, 11%, 3%, 1.2%, -5%, 19%, 0.6%, -1.3%, -2%
> O=C(Nc1ccccc1)N1CCN(c2ccc(C(F)(F)F)cn2)CC1
 : -12%, -8%, 0%, -13%, 4%, 11%, -0.1%, 16%, -7%
> Cc1ccc(C2CC(=O)c3cnn(-c4nc(C)cc(C)n4)c3C2)cc1 (configuration not stated)
 : -13%, ., 3%, -2.6%, 0%, 6%, 1.1%, 1.8%, 5%
> Cc1cccc(N2CCN(S(=O)(=O)c3cc(-c4cc(C)no4)ccc3C)CC2C)c1 (configuration not stated)
 : 40%, -55%, -12%, -4.6%, -3%, 1%, 0.5%, 0.4%, 17%
> O=S(=O)(Nc1cccc(CO)c1)c1cccs1
 : -8%, -21%, -3%, 0.8%, 4%, 1%, 0.2%, -0.8%, 8%
> O=C(COC(=O)c1cn(-c2ccccc2)nc1-c1ccc(F)cc1)Nc1ncc(Cl)cc1Cl
 : -10%, 20%, -4%, 3.3%, 6%, 8%, 0.1%, 1.1%, 4%
> O=C(Cc1cccc2ccccc12)NNC(=O)c1ccc(Br)o1
 : 19%, 0%[20 µM], -7%, -8.2%, -1%, 2%, -0.2%, -2.2%, 7%
> CCc1cccc(CC)c1NC(=O)CCCSc1nc2ccccc2s1
 : -18%, -25%, -6%, 2.2%, -4%, 8%, 0.3%, 1.2%, 2%
> O=C(CSc1c(F)c(F)cc(F)c1F)Nc1ccc(C2SCCS2)cc1
 : -7%, -9%, 3%, 2.8%, 2%, 2%, 1.7%, 3.3%, -3%
> Cc1ccc2ccc(S(=O)(=O)NCc3ccccn3)cc2c1
 : -4%, -18%, 5%, -3.4%, 0%, 4%, 0.2%, 2.3%, 1%
> COc1ccccc1C(c1nnnn1CC1CCCO1)N1CCC(C(N)=O)CC1 (configuration not stated)
 : -32%, -2%, -16%, -4.5%, -5%, 2%, 0.0%, 2.9%, 8%
> CC(C)c1nc(N2CCN(C(=O)c3ccccc3)CC2)c(C#N)c2c1COC(C)(C)C2
 : -17%, -4%, 3%, -2.6%, 3%, 17%, -0.4%, -2.5%, 4%
> O=C(Nc1ccc(S(=O)(=O)N2CCOCC2)cc1)c1cc(-c2cc(Cl)ccc2O)n[nH]1
 : ., -48%, -10%, 6.3%, -4%, 10%, -0.1%, 1.0%, -1%
> CC(NC(=O)c1ccc(NC2=NC3CS(=O)(=O)CC3S2)cc1)c1ccccc1 (configuration not stated)
 : -12%, 5%[20 µM], -7%, -2.6%, 0%, 9%, -0.1%, -0.8%, -4%
> Cc1cc(OCCCCCNCCO)ccc1Cl
 : -24%, -14%, 6%, -4.4%, -1%, -2%, -0.5%, -0.1%, -1%
> FC(F)(F)c1cccc(Cc2noc(CN3CCCC(CN4CCCC4)C3)n2)c1 (configuration not stated)
 : 16%, 2%[20 µM], -2%, ., -6%, 21%, -0.1%, -1.4%, -10%
> O=C(Cc1cccs1)NCc1cccc(F)c1
 : -32%, 5%, 8%, -3.3%, 10%, 7%, -0.1%, -1.8%, 40%
> C=CCc1ccccc1OCC(O)CNC (configuration not stated)
 : -4%, 7%, -8%, -3.1%, -3%, -9%, -0.2%, -0.7%, 5%
> CCOC(=O)c1sc2nc(CC(C)C)c3c(c2c1N)CCC3
 : -25%, 22%, 0%, 0.2%, -1%, 9%, 0.5%, -1.8%, 12%
> COC(=O)CSc1nc(N2CCOCC2)c2c(c1C#N)CC(C)(C)OC2
 : 0%, 46%, -17%, -6.6%, -5%, 0%, 0.5%, -1.9%, 14%
> O=C(CSc1ccc(-c2cccnc2)nn1)c1ccc([N+](=O)[O-])cc1
 : -6%, -9%, -7%, -1.2%, -2%, 3%, -0.2%, 0.3%, 11%
> Cc1ccc(C(=O)NNC(=O)c2cccs2)cc1
 : -10%, 8%, -6%, -7.3%, 4%, 15%, 2.1%, 2.4%, -2%
> Cc1oc(-c2ccc(Cl)cc2)nc1CN1CCC(C(=O)NCCCN2CCCC2=O)CC1
 : 17%, -5%, 15%, -5.5%, 2%, 1%, 0.2%, -0.7%, ?
> COc1ccc(OC)c(C2NC(=O)c3sc(=S)n(-c4ccccc4)c3N2)c1 (configuration not stated)
 : -8%, -67%, -1%, -3.3%, -4%, 1%, -0.4%, -3.0%, -25%
> CC(C)Oc1ccc(CNC(=O)C2CCCN(S(=O)(=O)N3CCOCC3)C2)cc1 (configuration not stated)
 : -16%, -6%, -5%, -5.8%, 3%, 12%, -0.1%, -1.9%, 10%
> CCC(CC)C(=O)c1c[nH]c(C(=O)NCC2CCCO2)c1 (configuration not stated)
 : 54%, -3%, 0%, 0.8%, -1%, 8%, -0.1%, -0.3%, 6%
> CC1CCCN(c2ccc([N+](=O)[O-])cc2C(=O)c2ccccc2)C1 (configuration not stated)
 : -30%, -55%, 12%, 8.9%, 4%, -10%, 0.1%, -2.5%, -2%
> CCN1C2OC3OC4C(OC3OC2N(CC)S1(=O)=O)N(CC)S(=O)(=O)N4CC (configuration not stated)
 : 15%, 11%[20 µM], 14%, ., -5%, 13%, -0.1%, -1.1%, -6%
> COc1cc(C(=O)Nc2cccc3c2CCCC3)cc(OC)c1OC
 : -45%, -24%[20 µM], -9%, -1.6%, 0%, 8%, 0.3%, -0.3%, 0%
> CCN(CC)C1=C(Cl)C(=O)C(Cl)C12OCCO2 (configuration not stated)
 : 2%, 13%, -9%, 1.8%, 0%, 5%, -0.1%, -0.7%, -11%
> CC(C)NS(=O)(=O)c1ccc(CCC(=O)NCc2ccncc2)cc1
 : -3%, -14%[20 µM], 14%, ., -6%, 3%, 0.0%, -0.6%, -5%
> COCCCN1C(=O)C2C(C(=O)Nc3cc(C)cc(C)c3)C3C=CC2(O3)C1C(=O)NC1CCCCC1 (configuration not stated)
 : -28%, -44%, -3%, 0.8%, 2%, 11%, -0.1%, 2.7%, 2%
> CN(CC(=O)N1CCN(c2ccccc2)CC1)S(=O)(=O)c1cccs1
 : -23%, 34%, 9%, -4.7%, -4%, 3%, 0.0%, 1.5%, 3%
> CC(C)NS(=O)(=O)c1ccc(CCC(=O)N2CCOCC2)cc1
 : -6%, -42%, 18%, -3.2%, -1%, 16%, -0.2%, -0.6%, 3%
> FC(F)(F)c1ccccc1CN1CCCC(N2CCN(c3ccccc3)CC2)C1 (configuration not stated)
 : 3%, -33%[20 µM], 0%, 1.2%, -2%, -3%, -0.1%, -0.9%, 5%
> Cc1ccc(NP(=O)(Nc2ccc(C)cc2)Nc2ccc(C)cc2)cc1
 : 0%, -8%, 6%, -3.6%, 14%, 3%, -0.3%, -0.7%, 1%
> COc1ccccc1-n1cc(CN2CCN(C3CCCC3)C(CCO)C2)cn1 (configuration not stated)
 : -19%, -13%[20 µM], 6%, ., 4%, 12%, 0.6%, -0.1%, 0%
> COc1ccc(S(=O)(=O)N2CCCC(C(=O)NCc3ccc(F)cc3)C2)cc1 (configuration not stated)
 : -34%, -13%, -1%, 4.5%, 7%, 1%, -0.4%, -0.7%, 5%
> O=C(O)c1ccc(N/N=C/C=C/c2ccccc2[N+](=O)[O-])cc1
 : -55%, -3%, 15%, -2.6%, 4%, -3%, 0.2%, 11%, 3%
> Cc1cc(NC(=O)CCN2C(=O)C3C4CCC(C4)C3C2=O)cc(C)c1Br (configuration not stated)
 : 33%, -13%, 3%, -0.2%, -2%, 10%, -0.3%, -1.2%, 6%
> Cc1cccc(OCC(=O)Nc2ccc(N3CCCC3)cc2)c1C
 : -12%, 8%, -4%, 6.0%, 5%, -14%, -0.2%, -0.2%, 24%
> CCOc1cc(C2C(C(=O)OC)=C(C)N=C3SCCC(=O)N32)ccc1OC(C)=O (configuration not stated)
 : 10%, 20%, 4%, 2.4%, 4%, -2%, -0.1%, 0.7%, 2%
> Cc1c(NC(=S)N/N=C/c2ccc([N+](=O)[O-])cc2O)c(=O)n(-c2ccccc2)n1C
 : -9%, 10%, -5%, 2.5%, 9%, 5%, -0.1%, -1.1%, -4%
> CCn1cc(C(=O)N[C@H](C)c2ccccc2)c(=O)c2cc(F)c(N3CCN(C)CC3)cc21
 : 3%, -13%, 12%, -6.2%, 1%, 19%, 0.5%, 0.8%, 6%
> CCC(Cc1ccccc1)NS(=O)(=O)c1ccc2c(c1)NC(=O)CO2 (configuration not stated)
 : 1%, -3%, -1%, -0.7%, 4%, 4%, -0.1%, -0.2%, -5%
> COCCn1c(SCC(=O)Nc2ccc(F)cc2)nc2c(oc3ccccc32)c1=O
 : -38%, -23%, 6%, 2.7%, 5%, -9%, -0.5%, -0.8%, -2%
> CCc1ccc(N(C2C=CS(=O)(=O)C2)S(=O)(=O)c2ccccc2)cc1 (configuration not stated)
 : -24%, 13%, 4%, -0.3%, 1%, -1%, 0.4%, -1.1%, -2%
> CC1CN(C(=O)CCn2c(=O)oc3ccccc32)CC(C)O1 (configuration not stated)
 : 0%, 36%, 27%, -3.5%, -4%, 2%, -0.1%, -2.7%, 1%
> Cc1cc(S(=O)(=O)N(Cc2ccccc2)Cc2ccc(N(C)C)cc2)ccc1-n1cnnn1
 : -30%, -1%, -3%, -2.2%, 6%, 9%, -0.5%, -1.7%, 11%
> Cc1nnc(SCC(=O)Nc2ccc3c(c2)OCCO3)n1CC1CCCO1 (configuration not stated)
 : ., 19%, -18%, -0.6%, 0%, -4%, 0.2%, 0.6%, 10%
